Compound activity as filed in PubChem.
CHRM4 PAM: positive allosteric modulators of human muscarinic M4 receptor; P08173; CHO-K1 hM4/Gqi5, Fluo-8 calcium fluorescence, ACh EC20; 0% = ACh EC20, 100% = maximal ACh; activation, % at 3 µM; actives 0.4% (n = 360,000); AID 624126;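 active means activation above its plate's cutoff, the mean activation of sample wells plus 3 SD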; further: some results filed as inactive read as strong as hits
CHRM5 agonist: agonists of human muscarinic M5 receptor (CHRM5); P08912; CHO-K1 hM5 cells, Fluo-8 calcium fluorescence; 0% DMSO wells, 100% maximal acetylcholine response; activation, % at 3 µM; actives 0.19% (n = 360,000);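 active means activation above the run's mean over test compounds plus 3 SD, cut at about 23% in these data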;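 further: signal is peak over basal fluorescence ratio across the kinetic read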
CRFBP-R2 agonist: CRF-BP/CRF-R2 complex agonism | HEK293 CRF-R2/CRF-BP, calcium dye fluorescence (FLIPR); percent of saturating CRF peptide response | activation, % at 13.2 µM | actives 0.46% (n = 350,000) | AID 588473;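 active means activation of at least 50%, plus an integration ratio under a set limit after plate pattern correction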;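 further: plate controls were neutral control wells without compound for no effect and CRF at EC100 for full effect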
M5 PAM: positive allosteric modulators of human muscarinic M5 receptor; CHO-K1 hM5, Fluo-8 calcium, ACh EC20 PAM; 0% = ACh EC20, 100% = ACh EC100; activation, % at 3 µM; actives 0.3% (n = 360,000); AID 624038;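 active means activation above the run cutoff, the mean activation of all test compounds plus 3 SD, cut at about 18% in these data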
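Assay system: CHO-K1 hM5 cells. Also added: acetylcholine at EC20 concentration, added after compound. Dosing: 3 µM, single dose. Times: compound preincubation 140 s before EC20 acetylcholine addition. Signal: Fluo-8 calcium fluorescence. Measure: % activation relative to EC20 and EC100 ACh responses. Repeats: singlicate, one well per test compound.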
CHRM5 antagonist: blocks acetylcholine activation of human M5 receptor; actives 0.59% (n = 360,000); P08912; inhibition, % at 3 µM; AID 624040; CHO-hM5 cells, Fluo-8 calcium fluorescence, ACh EC80;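 active means inhibition above a per-plate cutoff, the mean of that plate's test compounds plus 3 SD, cut at about 27% in these data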;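 further: 0% = acetylcholine EC80 with DMSO and 100% = DMSO without agonist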
CHRM4 antagonist: blocks acetylcholine activation of human M4 receptor. P08173. CHO-hM4 cells, ACh EC80, Fluo-8 calcium fluorescence. inhibition, % at 3 µM. actives 0.73% (n = 360,000). AID 624125;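 active means inhibition above its plate's cutoff, the mean inhibition of sample wells plus 3 SD, cut at about 27% in these data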;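 further: 0% = acetylcholine EC80 with DMSO and 100% = DMSO without agonist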
M1 antag: human CHRM1 antagonism. inhibition, % at 3 µM. P11229. CHO-K1 hM1, Fluo-8 calcium fluorescence, ACh EC80 antagonist. actives 1.3% (n = 360,000);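 active means percent inhibition above its own plate's cutoff, namely the mean of that plate's compound wells plus 3 SD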;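 further: peak over basal fluorescence ratio during 140 s after agonist addition; 0% = ACh EC80 plus DMSO and 100% = DMSO alone without agonist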
Target sequence (P11229 whole entry, looked up): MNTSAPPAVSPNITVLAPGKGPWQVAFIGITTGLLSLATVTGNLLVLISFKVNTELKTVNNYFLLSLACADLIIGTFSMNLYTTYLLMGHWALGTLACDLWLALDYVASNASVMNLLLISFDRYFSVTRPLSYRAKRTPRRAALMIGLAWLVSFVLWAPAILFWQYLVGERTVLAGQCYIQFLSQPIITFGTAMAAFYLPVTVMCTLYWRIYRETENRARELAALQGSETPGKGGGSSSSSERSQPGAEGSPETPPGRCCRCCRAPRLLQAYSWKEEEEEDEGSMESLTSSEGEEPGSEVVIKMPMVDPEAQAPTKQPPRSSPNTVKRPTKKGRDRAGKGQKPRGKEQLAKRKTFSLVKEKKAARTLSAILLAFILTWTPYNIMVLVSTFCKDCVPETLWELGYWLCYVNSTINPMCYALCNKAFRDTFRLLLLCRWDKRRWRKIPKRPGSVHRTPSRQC
M4 ag: agonists of human muscarinic M4 receptor (CHRM4); CHO-K1 hM4/Gqi5, Fluo-8 calcium fluorescence; vehicle 0%, full acetylcholine response 100%; AID 624127; activation, % at 3 µM; actives 0.14% (n = 360,000); P08173;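 active means activation above the run mean over all test wells plus 3 SD, cut at about 32% in these data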;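 further: peak over basal fluorescence ratio per well then scaled between controls; 0% = DMSO wells and 100% = acetylcholine at EC100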
CHRM1 PAM: potentiates human M1 receptor response to acetylcholine; AID 588819; actives 0.088% (n = 360,000); CHO-K1 hM1, Fluo-8 calcium fluorescence, ACh EC20; 0% = ACh EC20, 100% = maximal ACh; P11229; activation, % at 3 µM; in the data active means activation above about 19%, passing the limit was not always enough
Starred values were filed as active, the others as inactive; x = no result given.

Sample of the layout:
Every second line gives: M4 ag | M1 antag | CHRM4 antagonist | M5 PAM | CHRM1 PAM | CHRM5 agonist | CHRM4 PAM | CRFBP-R2 agonist | CHRM5 antagonist
- COc1ccc(-c2cc(C(=O)OCC(=O)N(C)C)c3ccccc3n2)cc1
 : 2.2 | -1.2 | -1.8 | 0.1 | -1.3 | -7.6 | -2.7 | 0.0 | 5.1
- CN(C)CCCN(C(=O)COc1ccccc1)c1nc2ccc(F)cc2s1
 : 8.2 | 5.1 | 20.8 | -1.3 | -1.1 | -8.3 | -11.6 | -0.1 | -0.9
- N#Cc1c(NC(=O)CSc2nc(N)cc(=O)[nH]2)sc2c1CCCCCC2
 : 4.2 | 6.5 | 6.4 | -10.9 | -2.4 | 4.5 | 1.2 | 0.0 | 18.1
- Cc1cccc(C(=O)OCC(=O)c2cccc(Br)c2)c1O
 : 0.6 | -4.8 | -0.9 | -1.2 | 5.1 | -2.7 | -0.2 | 6.7 | 0.1
- C[C@@H]1CN([C@@H](C)CO)C(=O)c2cccc(NC(=O)c3ccncc3)c2O[C@@H]1CN(C)Cc1ccc(-c2ccccc2)cc1
 : 1.1 | -9.2 | -6.3 | -1.0 | 3.3 | -2.0 | 7.8 | -0.7 | 7.4

The whole of this part, repeating the preview:
Every second line gives: M4 ag | M1 antag | CHRM4 antagonist | M5 PAM | CHRM1 PAM | CHRM5 agonist | CHRM4 PAM | CRFBP-R2 agonist | CHRM5 antagonist
- COc1ccc(-c2cc(C(=O)OCC(=O)N(C)C)c3ccccc3n2)cc1
 : 2.2 | -1.2 | -1.8 | 0.1 | -1.3 | -7.6 | -2.7 | 0.0 | 5.1
- CN(C)CCCN(C(=O)COc1ccccc1)c1nc2ccc(F)cc2s1
 : 8.2 | 5.1 | 20.8 | -1.3 | -1.1 | -8.3 | -11.6 | -0.1 | -0.9
- N#Cc1c(NC(=O)CSc2nc(N)cc(=O)[nH]2)sc2c1CCCCCC2
 : 4.2 | 6.5 | 6.4 | -10.9 | -2.4 | 4.5 | 1.2 | 0.0 | 18.1
- Cc1cccc(C(=O)OCC(=O)c2cccc(Br)c2)c1O
 : 0.6 | -4.8 | -0.9 | -1.2 | 5.1 | -2.7 | -0.2 | 6.7 | 0.1
- C[C@@H]1CN([C@@H](C)CO)C(=O)c2cccc(NC(=O)c3ccncc3)c2O[C@@H]1CN(C)Cc1ccc(-c2ccccc2)cc1
 : 1.1 | -9.2 | -6.3 | -1.0 | 3.3 | -2.0 | 7.8 | -0.7 | 7.4
- Cc1nnc(SCC(=O)Nc2ccc(O)cc2)c2ccccc12
 : 1.7 | 1.6 | 2.4 | 6.2 | 14.6 | 5.1 | 2.0 | 0.3 | 7.1
- Cc1ccc(Cl)cc1NS(=O)(=O)c1cc2[nH]c(=O)c(=O)[nH]c2cc1C
 : 1.0 | 1.1 | -9.0 | -3.2 | 18.8 | -4.4 | -0.4 | 1.1 | 10.2
- COc1ccc(C(=O)NCc2cccnc2)cc1S(=O)(=O)N1CCCc2ccccc21
 : 4.6 | -7.1 | -7.1 | 8.2 | 9.4 | -3.5 | 4.3 | -3.5 | 2.0
- Cc1ccc(/C=N\NC(=O)COc2ccc(C)cc2[N+](=O)[O-])cc1
 : 0.8 | 10.3 | 0.0 | 4.0 | -1.7 | -1.3 | -3.1 | -1.0 | -8.9
- CCOc1ccc(N2C(=O)CC(NCCNc3ccc([N+](=O)[O-])cn3)C2=O)cc1 (stereo not given)
 : 1.7 | -13.9 | 0.1 | 4.5 | 4.7 | -2.1 | 0.1 | 0.7 | -6.5
- CCOC(=O)N1CCN(C(=O)c2cccn3c(=O)c4cc(Cl)ccc4nc23)CC1
 : 0.7 | -0.5 | -1.7 | -3.7 | 4.8 | 2.2 | 6.6 | 0.7 | -0.2
- CC/C(C)=N/NS(=O)(=O)c1ccc(C)c([N+](=O)[O-])c1
 : -0.2 | -7.7 | 4.4 | -8.2 | 3.9 | -2.6 | -2.7 | 2.2 | 17.5
- Cc1cc(OCCN2CCCC2)ccc1[N+](=O)[O-]
 : 1.1 | -4.2 | -0.7 | -1.0 | 3.6 | -2.4 | -2.2 | 0.8 | -0.8
- CCc1nnc(NC(=O)c2cccnc2)s1
 : -0.3 | -6.6 | -0.5 | 0.3 | -0.5 | 0.0 | 1.3 | 0.1 | 4.4
- COc1ccc(CCNc2oc(-c3ccc(OC)c(OC)c3)nc2P(=O)(OC)OC)cc1OC
 : 1.9 | -11.8 | -9.0 | 0.6 | 5.0 | 0.5 | 0.8 | 0.9 | -0.9
- CCc1ccccc1NS(=O)(=O)c1ccc2c(c1)C(C)(C)C(=O)N2C
 : 2.2 | -12.2 | 2.6 | -3.4 | 3.7 | 0.0 | -1.0 | -3.3 | 5.2
- COc1ccc(CC(=O)OC(C)CN2CCCC2)cc1 (stereo not given)
 : 2.3 | -17.3 | -1.6 | 7.6 | 12.6 | -5.7 | 10.9 | 1.0 | -6.1
- COc1ccccc1NC(=O)NNC(=O)c1ccc2c(c1)NC(=O)C(C)(C)O2
 : 1.4 | 2.7 | 11.7 | 1.3 | 5.7 | 0.6 | -4.5 | -1.8 | 8.5
- CC(C)(C)NC(=O)CN(C(=O)C1CSC(=O)C1)c1ccccc1F (stereo not given)
 : -0.4 | 3.4 | 0.0 | -0.2 | 7.0 | -1.0 | 0.3 | 0.8 | 4.8
- COc1ccc(OC)c(C(O)c2coc3ccc(O)c(CN4CCOCC4)c23)c1 (stereo not given)
 : 1.2 | -1.1 | 6.6 | 3.0 | 4.8 | 1.0 | -2.1 | -7.5 | 2.2

Reprinted from the part before: 2 compounds, then new ones.
Every second line gives: M4 ag | M1 antag | CHRM4 antagonist | M5 PAM | CHRM1 PAM | CHRM5 agonist | CHRM4 PAM | CRFBP-R2 agonist | CHRM5 antagonist
- CC(C)(C)NC(=O)CN(C(=O)C1CSC(=O)C1)c1ccccc1F (stereo not given)
 : -0.4 | 3.4 | 0.0 | -0.2 | 7.0 | -1.0 | 0.3 | 0.8 | 4.8
- COc1ccc(OC)c(C(O)c2coc3ccc(O)c(CN4CCOCC4)c23)c1 (stereo not given)
 : 1.2 | -1.1 | 6.6 | 3.0 | 4.8 | 1.0 | -2.1 | -7.5 | 2.2
- COc1ccccc1C(=O)NC1CCN(C(=S)NCCc2ccccc2)CC1
 : 3.5 | 2.3 | -1.5 | 2.0 | 2.2 | -1.1 | -0.2 | -1.1 | -12.9
- COC(=O)c1nc2ccc(N3CCOCC3)cc2c(C)c1C(=O)OC
 : 1.4 | -10.3 | 3.0 | 5.7 | 10.4 | 4.6 | 13.0 | 4.2 | 1.0
- NC(=S)N/N=C1\CCSc2ccc(Cl)cc21
 : 5.0 | -6.7 | 4.0 | -8.3 | 4.3 | 8.1 | -8.2 | 2.0 | 0.3
- OC(Cc1cccc(Br)c1)c1ncc(-c2cccc(C(F)(F)F)c2)[nH]1 (stereo not given)
 : 6.1 | -2.9 | -7.0 | -7.4 | 2.0 | 0.2 | -5.4 | x | 10.1
- COc1ccc(C(=O)C[n+]2ccc(-c3nnc4n3CCCCC4)cc2)cc1
 : -0.3 | -12.9 | 5.4 | 0.2 | 12.5 | -1.5 | 2.2 | 0.9 | 2.6
- COC(=O)n1ccc(C(=O)Nc2ccccc2F)n1
 : 0.7 | -4.0 | -6.5 | -3.2 | 4.2 | -1.6 | 2.9 | 1.2 | 6.7
- COC(=O)c1nc(NC(=O)c2ccc(F)cc2)n[nH]1
 : 1.2 | -11.7 | -4.5 | -1.9 | 7.5 | -4.7 | 4.9 | 11.3 | 10.0
